Screening results: PubChem BioAssay, The Scripps Research Institute Molecular Screening Center
CHRM4 agonist – human M4 muscarinic receptor agonists, primary screen, CHO-K1 cells, Fluo-8 calcium fluorescence; Muscarinic acetylcholine receptor M4 (Homo sapiens), P08173; CHO-K1 hM4/Gqi5; vehicle 0%, full acetylcholine response 100%; activation, % at 3 µM; 360,000 compounds, 0.14% hits;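 active means activation above the run mean over all test wells plus 3 SD, cut at about 32% in these data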;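 further: peak over basal fluorescence ratio per well then scaled between controls; 0% = DMSO wells and 100% = acetylcholine at EC100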
M4 antag – human M4 muscarinic receptor antagonists, primary screen, CHO cells, Fluo-8 calcium fluorescence. CHO-hM4 cells, ACh EC80. 360,000 compounds, 0.73% hits. Muscarinic acetylcholine receptor M4 (Homo sapiens), P08173. inhibition, % at 3 µM;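 active means inhibition above its plate's cutoff, the mean inhibition of sample wells plus 3 SD, cut at about 27% in these data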;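 further: 0% = acetylcholine EC80 with DMSO and 100% = DMSO without agonist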
CHO parental Ca – ATP-evoked calcium signal inhibitors, parental CHO, primary screen, counter-screen for OX1R antagonist project, cell-based, fluorescence, Fluo-8 calcium dye; parental CHO-K1, ATP-induced calcium, Fluo-8 fluorescence; inhibition, % at 5.6 µM; 330,000 compounds, 0.63% hits; AID 463079, 2010;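 active means inhibition above that plate's mean sample inhibition plus 3 SD, cut at about 26% in these data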;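 further: 0% = ATP-challenged DMSO wells and 100% = DMSO wells without ATP; some compounds past the cut are filed as inactive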
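Test system: untransfected parental CHO cell line; also added: ATP stimulus; dosing: 5.6 µM, single dose; signal: calcium-sensitive Fluo-8 fluorescence; measure: percent inhibition of ATP-evoked calcium rise, normalized to controls; benchmarks: low control ATP plus DMSO, high control DMSO only; replication: one well per compound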
CHRM1 PAM – human M1 muscarinic receptor positive allosteric modulators, primary screen, CHO-K1 cells, Fluo-8 calcium fluorescence, 1536-well; Muscarinic acetylcholine receptor M1 (Homo sapiens), P11229; CHO-K1 hM1, ACh EC20; 0% = ACh EC20, 100% = maximal ACh; activation, % at 3 µM; 360,000 compounds, 0.088% hits; AID 588819, 2011; in the data active means activation above about 19%, passing the limit was not always enough
Target sequence (P11229 whole entry, looked up): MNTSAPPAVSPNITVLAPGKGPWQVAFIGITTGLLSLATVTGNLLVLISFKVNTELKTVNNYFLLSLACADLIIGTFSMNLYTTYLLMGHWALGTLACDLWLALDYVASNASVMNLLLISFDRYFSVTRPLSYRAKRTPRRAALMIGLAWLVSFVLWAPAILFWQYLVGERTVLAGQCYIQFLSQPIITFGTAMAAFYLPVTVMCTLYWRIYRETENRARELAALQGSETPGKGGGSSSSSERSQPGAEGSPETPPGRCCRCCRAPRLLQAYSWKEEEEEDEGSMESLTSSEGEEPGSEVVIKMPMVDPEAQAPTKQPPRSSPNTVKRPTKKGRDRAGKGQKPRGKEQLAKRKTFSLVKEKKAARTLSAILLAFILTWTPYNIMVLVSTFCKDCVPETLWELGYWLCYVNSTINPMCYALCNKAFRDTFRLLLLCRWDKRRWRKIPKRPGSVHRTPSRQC
M1 antag – human M1 muscarinic receptor antagonists, primary screen, CHO-K1 cells, Fluo-8 calcium fluorescence, 1536-well; CHO-K1 hM1, ACh EC80 antagonist; Muscarinic acetylcholine receptor M1 (Homo sapiens), P11229; AID 588852, 2011; 360,000 compounds, 1.3% hits; inhibition, % at 3 µM;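 active means percent inhibition above its own plate's cutoff, namely the mean of that plate's compound wells plus 3 SD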;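 further: peak over basal fluorescence ratio during 140 s after agonist addition; 0% = ACh EC80 plus DMSO and 100% = DMSO alone without agonist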
M1 ag – human M1 muscarinic receptor agonists, primary screen, Fluo-8 calcium fluorescence, CHO-K1 cells, HTS. Muscarinic acetylcholine receptor M1 (Homo sapiens), P11229. CHO-K1 hM1, agonist mode; 0% DMSO, 100% acetylcholine EC100. activation, % at 3 µM. 360,000 compounds, 0.33% hits. AID 588814, 2011;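 active means activation above the run's mean compound activation plus 3 SD, cut at about 16% in these data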;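 further: peak over basal fluorescence ratio within a 140 s kinetic read after compound addition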
CHO-K1 Ca antag – counter-screen for M1 antagonists: effect in parental CHO-K1 cells; ATP-induced calcium, Fluo-8 fluorescence; AID 602250; 360,000 compounds, 0.6% hits; inhibition, % at 3 µM;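 active means inhibition above a per-plate cutoff, the plate's mean sample inhibition plus 3 SD, cut at about 24% in these data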;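 further: 0% = DMSO plus EC80 ATP and 100% = DMSO alone without ATP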
CHO-K1 Ca ag – counter-screen for M1 agonists: effect in parental CHO-K1 cells; Fluo-8 calcium fluorescence; scaled to maximal ATP response, vehicle zero; activation, % at 3 µM; 360,000 compounds, 0.48% hits; AID 602248, 2012; in the data active means activation above about 15%;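 further: untransfected CHO-K1 host cells lacking M1 receptor as counterscreen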
OXTR potentiator – human OXTR potentiators, primary screen, fluorescence, CHO-OTR cells, Fluo-8 calcium | activation, % at 3 µM | Fluo-8 calcium fluorescence, potentiator mode; 0% = oxytocin EC15, 100% = EC100 | Oxytocin receptor (Homo sapiens), P30559 | 320,000 compounds, 0.061% hits | AID 2445, 2010;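 active means activation above that plate's cutoff, the mean activation of tested compounds plus 3 SD, cut at about 6.6% in these data, passing the limit was not always enough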;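 further: 100% uses oxytocin at 75 nM as the full agonist control; some results filed as inactive read as strong as hits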
Target sequence (P30559 whole entry, looked up): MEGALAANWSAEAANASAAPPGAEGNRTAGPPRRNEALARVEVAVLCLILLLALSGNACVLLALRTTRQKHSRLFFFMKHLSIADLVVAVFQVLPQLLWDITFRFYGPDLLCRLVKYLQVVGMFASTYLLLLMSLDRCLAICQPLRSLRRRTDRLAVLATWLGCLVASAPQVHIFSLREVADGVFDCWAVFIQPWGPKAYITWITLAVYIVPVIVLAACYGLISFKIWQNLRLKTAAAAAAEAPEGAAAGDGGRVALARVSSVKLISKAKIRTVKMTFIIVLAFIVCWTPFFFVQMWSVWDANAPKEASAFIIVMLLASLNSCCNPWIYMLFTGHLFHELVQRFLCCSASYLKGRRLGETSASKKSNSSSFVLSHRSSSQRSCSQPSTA
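Assay system: CHO-OTR cells, human receptor / Also added: oxytocin at about EC15, sub-maximal agonist stimulus / Dosing: single dose, 3.0 µM nominal final compound concentration / Incubation: 6 min pre-incubation, 100 s read / Technique: Fluo-8 calcium dye fluorescence / Read-out: % activation vs EC15 and EC100 oxytocin / Benchmarks: EC15 oxytocin low, 75 nM oxytocin high / Replicates: singlicate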
Numbers without * were called inactive.

O=C1NC(=O)C2(CCCCCCC2)N1 was read as CHRM4 agonist 1, M4 antag -7, CHRM1 PAM 1, M1 antag 2, M1 ag -1, CHO-K1 Ca antag -9 and CHO-K1 Ca ag 1.3.
For COc1cc(NC(=O)CN2c3ccccc3CC2C)cc(OC)c1OC (stereo not given) the results were CHRM4 agonist 3, M4 antag 2, CHO parental Ca -24, CHRM1 PAM 0, M1 antag -13, M1 ag -2, CHO-K1 Ca antag -7, CHO-K1 Ca ag 2.5 and OXTR potentiator -6.
For C[C@@H]1CN([C@H](C)CO)C(=O)CCCn2cc(nn2)CO[C@H]1CN(C)C(=O)Nc1ccc(C(F)(F)F)cc1 the results were CHRM4 agonist 1, M4 antag -9, CHRM1 PAM 1, M1 antag -8, M1 ag -3, CHO-K1 Ca antag 5 and CHO-K1 Ca ag 0.8.
Screening COc1ccc(NC(=O)C/C(C)=N/NC(=O)c2ccncc2)c([N+](=O)[O-])c1 returned CHRM4 agonist 1, M4 antag -5, CHO parental Ca -17, CHRM1 PAM 7, M1 antag -5, M1 ag -10, CHO-K1 Ca antag -8, CHO-K1 Ca ag -0.5 and OXTR potentiator -8.
Screening C/C(=N\N=C1\NC(=O)C(CC(=O)NCc2ccccc2)S1)C(C)C (stereo not given) returned CHRM4 agonist 0, M4 antag -4, CHO parental Ca -2, CHRM1 PAM 4, M1 antag -4, M1 ag -7, CHO-K1 Ca antag 22, CHO-K1 Ca ag -0.1 and OXTR potentiator 1.
For CC(=O)Oc1ccc(/C(C)=N\N2CCN(Cc3ccc(Cl)cc3)CC2)cc1 the results were CHRM4 agonist 1, M4 antag 14, CHO parental Ca -11, CHRM1 PAM 0, M1 antag 1, M1 ag -4, CHO-K1 Ca antag -1, CHO-K1 Ca ag 0.5 and OXTR potentiator -2.
Screening O=C(c1ccc(S(=O)(=O)N2CCCC2)cc1)N1CCCC(C(F)(F)F)C1 (stereo not given) returned CHRM4 agonist 1, M4 antag 1, CHO parental Ca -1, CHRM1 PAM 6, M1 antag 8, M1 ag -3, CHO-K1 Ca antag -8, CHO-K1 Ca ag 0.3 and OXTR potentiator -2.
Screening Cc1cccc(NC(=O)Nc2nnc(-c3ccccc3)o2)c1 returned CHRM4 agonist 1, M4 antag -13, CHO parental Ca -3, CHRM1 PAM -2, M1 antag 3, M1 ag -3, CHO-K1 Ca antag -2, CHO-K1 Ca ag 0.0 and OXTR potentiator -9.
Cc1cc(/C=C(\C#N)C(=O)NCc2cccs2)c(C)[nH]1 was read as CHRM4 agonist 0, M4 antag -13, CHO parental Ca -11, CHRM1 PAM -1, M1 antag 7, M1 ag -3, CHO-K1 Ca antag -8, CHO-K1 Ca ag -0.2 and OXTR potentiator -13.
Screening CC(C)(C)NC(=O)C(c1ccc(Cl)cc1)N(Cc1ccco1)C(=O)CCl (stereo not given) returned CHRM4 agonist 2, M4 antag 8, CHO parental Ca -8, CHRM1 PAM 3, M1 antag -7, M1 ag -1, CHO-K1 Ca antag 3, CHO-K1 Ca ag 2.3 and OXTR potentiator -10.
`Cc1cc(S(=O)(=O)NCc2ccncc2)c(C)cc1Br` gave CHRM4 agonist 14, M4 antag 22, CHO parental Ca 46*, CHRM1 PAM -4, M1 antag 18, M1 ag -1, CHO-K1 Ca antag 23, CHO-K1 Ca ag 11 and OXTR potentiator -16.
Screening Cc1sc2nc(SCC(=O)c3cccs3)n(Cc3ccco3)c(=O)c2c1C returned CHRM4 agonist 1, M4 antag -16, CHO parental Ca -20, CHRM1 PAM 8, M1 antag -18, M1 ag -3, CHO-K1 Ca antag -20, CHO-K1 Ca ag 0.1 and OXTR potentiator -2.
Screening CC1(C)Cc2c(sc3nnn(CC(=O)Nc4ccccc4)c(=O)c23)CO1 returned CHRM4 agonist 3, M4 antag -1, CHO parental Ca -14, CHRM1 PAM -7, M1 antag 24, M1 ag -3, CHO-K1 Ca antag -6, CHO-K1 Ca ag 2.5 and OXTR potentiator -8.
`Cc1c(C)c2ccc(OC(C)C(=O)NCCc3c[nH]c4ccccc34)cc2oc1=O` (stereo not given) gave CHRM4 agonist 0, M4 antag 2, CHO parental Ca -15, CHRM1 PAM -6, M1 antag 7, M1 ag -8, CHO-K1 Ca antag 2, CHO-K1 Ca ag 0.7 and OXTR potentiator -4.
Screening CC(=O)N1CCN(c2nc(C)nc3sc4c(c23)CCC(C)C4)CC1 (stereo not given) returned CHRM4 agonist 1, M4 antag 3, CHO parental Ca -9, CHRM1 PAM 0, M1 antag 5, M1 ag -4, CHO-K1 Ca antag 11, CHO-K1 Ca ag 0.3 and OXTR potentiator -10.
COc1cc(NC(=O)CN2C(=O)C(=O)N(CC(C)C)C2=O)cc(OC)c1 was read as CHRM4 agonist 1, M4 antag 2, CHRM1 PAM 14, M1 antag -19, M1 ag 2, CHO-K1 Ca antag 5 and CHO-K1 Ca ag 0.8.
Cc1cc(S(=O)(=O)N2CCOCC2)ccc1OCC(=O)NCCN1CCOCC1 was read as CHRM4 agonist 1, M4 antag -11, CHO parental Ca -5, CHRM1 PAM 3, M1 antag -3, M1 ag -4, CHO-K1 Ca antag -1, CHO-K1 Ca ag -0.2 and OXTR potentiator 2.
COCCNc1nc(SC)nc2sc3c(c12)CCN(C)C3 was read as CHRM4 agonist 1, M4 antag 6, CHO parental Ca -11, CHRM1 PAM -15, M1 antag 24, M1 ag -9, CHO-K1 Ca antag -12, CHO-K1 Ca ag 0.2 and OXTR potentiator -5.
O=C(Cn1ccc([N+](=O)[O-])n1)Nc1ccccn1 was read as CHRM4 agonist 0, M4 antag -13, CHO parental Ca -5, CHRM1 PAM 1, M1 antag 2, M1 ag -3, CHO-K1 Ca antag -6, CHO-K1 Ca ag 0.1 and OXTR potentiator -1.
For Cc1ccc(C)c(CSC2=NCCN2S(=O)(=O)c2ccccc2)c1 the results were CHRM4 agonist 0, M4 antag -8, CHO parental Ca -17, CHRM1 PAM -6, M1 antag 12, M1 ag -5, CHO-K1 Ca antag -8, CHO-K1 Ca ag -0.1 and OXTR potentiator -12.
Screening COc1ccc(OCCC(=O)OCC(=O)Nc2ccc(Br)cc2)cc1 returned CHRM4 agonist 3, M4 antag -8, CHO parental Ca -5, CHRM1 PAM 9, M1 antag -3, M1 ag -6, CHO-K1 Ca antag -6, CHO-K1 Ca ag 1.9 and OXTR potentiator -5.
`CC(C)N(Cc1ccccc1)C(=O)C1CCCN(c2ncnc3c2nc2n3CCCCC2)C1` (stereo not given) gave CHRM4 agonist 6, M4 antag -10, CHO parental Ca -23, CHRM1 PAM 8, M1 antag -15, M1 ag -4, CHO-K1 Ca antag -14, CHO-K1 Ca ag 3.4 and OXTR potentiator -9.
c1coc(CNC2CCCCCCC2)c1 was read as CHRM4 agonist 1, M4 antag 8, CHO parental Ca 0, CHRM1 PAM 6, M1 antag -8, M1 ag -5, CHO-K1 Ca antag -9, CHO-K1 Ca ag -0.5 and OXTR potentiator -6.
For Cc1ccc(NC(=O)COC(=O)C2CC2)cc1Cl the results were CHRM4 agonist 1, M4 antag -9, CHO parental Ca -2, CHRM1 PAM 6, M1 antag -5, M1 ag -5, CHO-K1 Ca antag -8, CHO-K1 Ca ag 0.4 and OXTR potentiator -4.
`c1ccc(Cn2c(Cn3c(-c4cnccn4)nc4ccccc43)nc3ccccc32)cc1` gave CHRM4 agonist 13, M4 antag -18, CHO-K1 Ca antag -3 and CHO-K1 Ca ag 2.8.
Screening O=C(CSc1nc2ccccc2s1)NC(=O)NCc1ccco1 returned CHRM4 agonist 0, M4 antag 0, CHO parental Ca -14, CHRM1 PAM 10, M1 antag -8, M1 ag -7, CHO-K1 Ca antag -2, CHO-K1 Ca ag 1.2 and OXTR potentiator -2.
`Cc1ccc(C2=NS(=O)(=O)N(C)C(C(=O)Nc3cc(C)n(CC(=O)N4CCC(C)CC4)n3)=C2)cc1` gave CHRM4 agonist 3, M4 antag -19, CHO parental Ca -28, CHRM1 PAM 2, M1 antag -10, M1 ag -5, CHO-K1 Ca antag 4, CHO-K1 Ca ag 0.3 and OXTR potentiator -2.
`O=C(O)c1ccc(/C=N/Nc2nc3ccccc3[nH]2)cc1` gave CHRM4 agonist 1, M4 antag -10, CHO parental Ca -11, CHRM1 PAM 3, M1 antag -3, M1 ag -1, CHO-K1 Ca antag -9, CHO-K1 Ca ag 0.7 and OXTR potentiator 9.
`CN(C)c1cccc(-c2nnc(SCCCC#N)o2)c1` gave CHRM4 agonist 2, M4 antag 0, CHO parental Ca -7, CHRM1 PAM 8, M1 antag -9, M1 ag -1, CHO-K1 Ca antag -2, CHO-K1 Ca ag 0.5 and OXTR potentiator -12.
Screening COc1ccc(NC(=O)c2ccccc2N(Cc2ccccc2)S(C)(=O)=O)cc1OC returned CHRM4 agonist 3, M4 antag 3, CHO parental Ca -15, CHRM1 PAM 9, M1 antag -2, M1 ag 0, CHO-K1 Ca antag 3, CHO-K1 Ca ag 0.5 and OXTR potentiator -9.
For O=C(O)c1ccc(NCCC2=CCCCC2)c([N+](=O)[O-])c1 the results were CHRM4 agonist 1, M4 antag 3, CHO parental Ca 0, CHRM1 PAM 8, M1 antag 11, M1 ag -4, CHO-K1 Ca antag -3, CHO-K1 Ca ag 7.4 and OXTR potentiator -6.
For O=C(N/N=C/c1cc([N+](=O)[O-])ccc1O)c1cccc2cc[nH]c12 the results were CHRM4 agonist 0, M4 antag 1, CHO parental Ca 57*, CHRM1 PAM 7, M1 antag -41, M1 ag -5, CHO-K1 Ca antag -5, CHO-K1 Ca ag 0.2 and OXTR potentiator 1.

Arranged by molecular weight (ascending): part of the list above.
c1coc(CNC2CCCCCCC2)c1 was read as CHRM4 agonist 1, M4 antag 8, CHO parental Ca 0, CHRM1 PAM 6, M1 antag -8, M1 ag -5, CHO-K1 Ca antag -9, CHO-K1 Ca ag -0.5 and OXTR potentiator -6.
`CN(C)c1cccc(-c2nnc(SCCCC#N)o2)c1` gave CHRM4 agonist 2, M4 antag 0, CHO parental Ca -7, CHRM1 PAM 8, M1 antag -9, M1 ag -1, CHO-K1 Ca antag -2, CHO-K1 Ca ag 0.5 and OXTR potentiator -12.
Screening COc1ccc(NC(=O)c2ccccc2N(Cc2ccccc2)S(C)(=O)=O)cc1OC returned CHRM4 agonist 3, M4 antag 3, CHO parental Ca -15, CHRM1 PAM 9, M1 antag -2, M1 ag 0, CHO-K1 Ca antag 3, CHO-K1 Ca ag 0.5 and OXTR potentiator -9.
